APP 5'UTR act: APP 5'UTR luciferase reporter activation; SH-SY5Y APP 5'UTR luciferase reporter, luminescence; zero percent = DMSO vehicle wells; activation, % at 2 µM; 190,000 tested, 1% active; AID 1276;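 active = activation above a set limit, based on mean plus 3 SD of controls, cut at about 140% in these data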; also: values of inactives mirror those of a sister screen read the other way
Diaph inh CS: diaphorase inhibition or chemical oxidation counter-screen; diaphorase resazurin-to-resorufin fluorescence, NADH, 16 min; bacterial (C. kluyveri) enzyme, not human; inhibition, % at 20 µM; 190,000 tested, 0.69% active; AID 1217;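 active = primary screen inhibition at 20 µM above a set limit, cut at about 50% in these data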;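 also: plate controls were DMSO with full reaction for no effect and wells lacking NADH for full effect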
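Benchmarks: positive control wells lacking NADH, neutral wells with DMSO only. System: bacterial diaphorase enzyme (C. kluyveri). Input: 0.14 U/mL diaphorase, enzyme working solution. Detection: resorufin fluorescence, excitation 544 nm, emission 590 nm. Times: 16-min room-temperature incubation before reading.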
FLuc act counter: affects firefly luciferase, flagging false hits in luciferase stimulation screens. ATPlite luciferase biochemical, luminescence, 10 min; 0 = ATP-free wells, 1 = DMSO control. activation factor at 10 µM. 200,000 tested, under 10 active;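 active = luciferase activation factor, scaled between plate controls, of at least 2 with compound at 10 µM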
Target sequence (P08659 whole entry, looked up): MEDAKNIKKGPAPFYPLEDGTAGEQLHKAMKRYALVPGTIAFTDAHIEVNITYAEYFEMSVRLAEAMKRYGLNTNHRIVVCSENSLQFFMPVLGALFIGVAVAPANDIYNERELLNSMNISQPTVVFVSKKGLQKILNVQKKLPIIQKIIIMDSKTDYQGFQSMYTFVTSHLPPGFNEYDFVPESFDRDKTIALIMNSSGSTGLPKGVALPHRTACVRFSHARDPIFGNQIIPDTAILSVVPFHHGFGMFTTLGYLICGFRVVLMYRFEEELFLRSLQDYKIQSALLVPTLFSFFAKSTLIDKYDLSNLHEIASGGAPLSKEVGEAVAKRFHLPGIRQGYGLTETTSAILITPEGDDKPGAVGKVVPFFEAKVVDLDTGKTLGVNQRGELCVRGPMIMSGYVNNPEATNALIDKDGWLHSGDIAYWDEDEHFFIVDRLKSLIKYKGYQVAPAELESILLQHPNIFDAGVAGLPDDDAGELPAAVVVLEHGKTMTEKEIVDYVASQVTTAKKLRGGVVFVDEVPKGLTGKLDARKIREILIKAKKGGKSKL
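System: Luciferase/luciferin detection reagent, cell-free biochemical luciferase assay | Medium: PBS buffer for ATP | Dosing: Test compounds dosed from 2 mM stocks in 100% DMSO | Timing: 10 min at ambient temperature | Signal: Luminescence measurement of luciferase light output | Evaluation: Luciferase activation, seen as luminescence increase over controls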
APP transl inh: APP translation inhibition; SH-SY5Y APP 5'UTR-luciferase reporter, luminescence; 190,000 tested, 0.82% active; inhibition, % at 2 µM;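 active = inhibition above a set limit, derived from the sample mean plus 3 SD, cut at about 45% in these data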; also: values of inactives mirror those of a sister screen read the other way
G6PDH CS: inhibits Leuconostoc G6PDH, flagging false hits in G6PDH-based assays; Purified L. mesenteroides G6PDH, diaphorase/resazurin coupled fluorescence, 45 min; inhibition, % at 5 µM; 200,000 tested, 0.12% active; in the data active = inhibition above about 50%
FLuc inh counter: inhibits firefly luciferase, flagging false hits in luciferase inhibition screens; P08659; ATPLite firefly luciferase biochemical luminescence, 10 min; inhibition, % at 10 µM; 200,000 tested, 1.5% active; AID 1006;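 active = inhibition above about 50% when tested at 10 µM, limit read from the data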
STAT1 act: STAT1 signaling activation | NIH 3T3 STAT1-luciferase reporter, IFN-gamma, luminescence; 100% = IFN-gamma alone, no compound | 200,000 tested, 2.6% active | activation (% of control), % at 5.5 µM;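 active = activation above the screen-wide mean activation plus 3 SD, cut at about 130% in these data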;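 also: raw ratio to IFN-gamma control signal so 100% means no change and 0% no light; values of inactives mirror those of a sister screen read the other way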
NF-kB expr up: NF-kB expression increase, human neuronal cells. NF-kB reporter expression; stronger effect = higher value. fold change at 12.5 µM. 190,000 tested, 1.6% active; in the data active = fold change above about 3.3
Diaph act CS: diaphorase activation or chemical reduction counter-screen; activation factor at 20 µM; 190,000 tested, 0.005% active; Diaphorase/resazurin coupled assay, resorufin fluorescence, 16 min; stronger effect = higher value; 1 = vehicle wells, 0 = NADH-free wells;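 active = diaphorase activity raised at least twofold by the compound at 20 µM; inactive = activation factor below 2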
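Material: Clostridium kluyveri diaphorase, purified enzyme; Quantity: enzyme 0.07 U/mL final; Medium: HEPES pH 7.4 buffer with MgCl2 and Tween 20; Dosing: single compound dose of 20 µM, 1% DMSO final; Schedule: 16 min reaction at room temperature; Measured by: red resorufin fluorescence at 544/590 nm excitation/emission.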
TLR4 MyD88 comp: blocks binding of human TLR4 to MyD88. O00206+Q99836. HeLa CL3-4 TLR4/MyD88 BLA complementation, FRET ratio. inhibition, % at 8.4 µM. 200,000 tested, 0.18% active; in the data active = inhibition above about 25%;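 also: 0% = vehicle and 100% = reference inhibitor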
The depositor's hits bear a star; . = no result given.

Each structure is followed by: APP 5'UTR act | Diaph inh CS | FLuc act counter | APP transl inh | G6PDH CS | FLuc inh counter | STAT1 act | NF-kB expr up | Diaph act CS | TLR4 MyD88 comp
- Cc1noc(NC(=O)c2ccc(Cl)c(Cl)c2)c1Cl
→ 1 | -1 | 1 | -1 | 3 | -1 | 103 | 0.97 | 1 | -14
- CC1CCC(C(=O)NC(C(=O)NCc2ccccn2)C(C)C)CC1 (stereo not drawn)
→ -12 | 13 | 1.1 | 12 | 2 | -9 | 96 | 1.4 | 0.9 | 7
- Cc1ccc(N(CC(=O)Nc2cc(C)cc(C)c2)S(=O)(=O)c2cccc3nonc23)cc1
→ -3 | 20 | 1.1 | 2 | -7 | -7 | 100 | 0.96 | 0.8 | 15
- CCn1c(SCC(=O)c2ccccc2)nnc1-c1cnccn1
→ 9 | 8 | 0.9 | -9 | -13 | 11 | 127 | 1.8 | 0.9 | -3
- O=C(Nc1ccc2ccccc2c1)Nc1ccc2snnc2c1
→ 3 | 20 | 1 | -3 | 4 | -2 | 103 | 0.58 | 0.8 | -15
- COC(=O)CN1CCN(C(=O)c2ccc(F)cc2)c2ccccc2C1
→ 21 | 7 | 1.1 | -21 | 5 | -5 | 103 | 1 | 0.9 | -15
- O=C(CSc1ncn(-c2ccccc2)n1)Nc1nccs1
→ 10 | 7 | 1.1 | -10 | 4 | -5 | 102 | 0.98 | 0.9 | -5
- COc1nc(OC)nc(N2CCC(C(=O)NC3CCCCCC3)CC2)n1
→ -7 | 9 | 1 | 7 | -11 | -3 | 95 | 1.1 | 0.9 | -4
- Cc1ccc2c(c1)C=CC(C)(C)S2(=O)=O
→ 12 | 12 | 1 | -12 | 8 | -3 | 96 | 1 | 0.9 | 8
- CC(C)C(=O)Nc1cccc(NC(=O)c2cccnc2)c1
→ 25 | -13 | 1 | -25 | 25 | -2 | 93 | 1 | 1.1 | -6
- Nc1nc2ccccc2n1CCN1CCCC1
→ -4 | 7 | 1 | 4 | -9 | -2 | 92 | 1.4 | 0.9 | -5
- CCCNC(=O)c1nnsc1S(=O)(=O)c1ccc(Cl)cc1
→ -95 | 4 | 1 | 95* | 6 | 0 | 82 | 1.3 | 1 | 18
- COc1ccc(NC(=S)N2CCC(C(=O)N3CCCCCC3)CC2)cc1
→ 7 | -4 | 1 | -7 | 5 | -1 | 106 | 1.1 | 1 | -15
- O=C1c2ccncc2C(=O)N1Cc1cccc(Cl)c1
→ 10 | 3 | 1 | -10 | 5 | 0 | 95 | 1 | 1 | -4
- O=C(CSc1ccsc1[N+](=O)[O-])Nc1cc(F)ccc1F
→ -1 | 19 | 1 | 1 | 11 | 4 | 97 | 1.1 | 0.8 | -6
- COc1ccc(Br)cc1/C=C/C(=O)Nc1c(C)cccc1C
→ 13 | 5 | 1.1 | -13 | 3 | -8 | 97 | 1.8 | 0.9 | 8
- Cc1ccc(NC(=O)/C(=C/c2cccc([N+](=O)[O-])c2)NC(=O)C2CCCCC2)c(C)c1
→ 3 | -20 | 1 | -3 | 4 | 0 | 100 | 1 | 1.2 | 4
- O=C(NCc1ccccc1)c1ccc(-c2ccccc2C(F)(F)F)o1
→ 5 | 10 | 1 | -5 | -3 | 0 | 97 | 1.1 | 0.9 | -4
- CN(C)c1ccc(NC(=O)c2cc3c(=O)n4ccccc4nc3n2C)cc1
→ 4 | . | . | -4 | . | . | 112 | . | . | -10
- CCSc1nnc(NC(=O)C2CCN(S(=O)(=O)c3c(C)c(C)cc(C)c3C)CC2)s1
→ -4 | 16 | 1.1 | 4 | 7 | -6 | 104 | 1.1 | 0.8 | -11
- CCOc1ccc(OCC)c(NC(=O)CNS(=O)(=O)c2cccs2)c1
→ 8 | 20 | 1 | -8 | -3 | -4 | 94 | 0.79 | 0.8 | -4
- N#CC1=C(N)N(c2ccc(F)cc2)C2=C(C1c1ccc(O)cc1)S(=O)(=O)CC2 (stereo not drawn)
→ 32 | 40 | 0.9 | -32 | 19 | 8 | 96 | 1.2 | 0.6 | 1
- COCCNC(=S)N(c1ccccc1)C(C)C
→ 6 | 4 | 1 | -6 | 3 | -1 | 107 | 1 | 1 | 6
- CC1CN(C(=O)c2ccccc2C(=O)c2ncc[nH]2)CC(C)O1 (stereo not drawn)
→ 11 | -8 | 1 | -11 | 5 | 5 | 106 | 0.99 | 1.1 | -15
- COC(=O)c1cc(C(=O)N2CCN(c3cccc(Cl)c3)CC2)cc([N+](=O)[O-])c1
→ -92 | 28 | 1.1 | 92* | 0 | -6 | 93 | 0.98 | 0.7 | -8
- CCN(CC)S(=O)(=O)c1ccc2c(c1)nc(SCC(=O)NC1CC1)n2-c1ccccc1OC
→ 0 | 16 | 1 | 0 | 9 | -4 | 105 | 1.1 | 0.8 | -5
- COc1ccc(NC(=O)C(=O)NCCO)cc1Cl
→ -3 | 7 | 1 | 3 | 11 | -3 | 109 | 1.2 | 0.9 | 10
- O=C(Cn1cnc2ccccc2c1=O)c1c[nH]c2ccccc12
→ 11 | 6 | 1.1 | -11 | 5 | -5 | 110 | 1.3 | 0.9 | 2
- CCCCCC(=O)Nc1nc(C)c(-c2csc(Nc3cc(Cl)ccc3OC)n2)s1
→ 3 | 21 | 1.1 | -3 | 3 | -11 | 100 | 1 | 0.8 | -15
- COc1cc(OC)cc(-c2nnc(SCC(=O)N3CCCc4ccccc43)o2)c1
→ 6 | 26 | 1 | -6 | 7 | -2 | 99 | 0.89 | 0.7 | 2

Each structure is followed by: APP 5'UTR act | Diaph inh CS | FLuc act counter | APP transl inh | G6PDH CS | FLuc inh counter | STAT1 act | NF-kB expr up | Diaph act CS | TLR4 MyD88 comp
- O=C(NCc1ccco1)c1ccccc1F
→ 9 | 21 | 1.1 | -9 | 3 | -8 | 103 | 1 | 0.8 | 26*
- COc1ccc(N=C(C)C2=C(O)CSC2=O)cc1
→ 37 | 10 | 1 | -38 | 4 | 0 | 102 | 1.6 | 0.9 | 10
- O=C(NCc1ccc(F)cc1)c1cc(-c2ccco2)on1
→ 19 | 17 | 1 | -19 | -5 | -4 | 105 | 1.4 | 0.8 | 1
- N#C/C(=C\c1ccccc1)C(=O)OCC(=O)N1CCCC1
→ -2 | 8 | 1.1 | 2 | 2 | -10 | 103 | 1.2 | 0.9 | -14
- CC(=O)c1ccc(NC(=S)NC(=O)c2c(Cl)c(C)nn2C)cc1
→ -19 | 2 | 1.1 | 19 | -3 | -11 | 99 | 0.94 | 1 | -14
- COC(=O)C(C)(C)ONC(=O)Nc1ccccc1Br
→ 8 | 12 | 1 | -8 | 10 | -1 | 108 | 1.2 | 0.9 | 12
- N/C(Cc1ccc([N+](=O)[O-])cc1)=N\OC(=O)Cc1ccccc1
→ 1 | 4 | 1 | -1 | -6 | -4 | 94 | 1.3 | 1 | -4
- COc1cccc(C2C(C#N)=C(N)SC(c3ccccc3)C2[N+](=O)[O-])c1 (stereo not drawn)
→ 5 | 29 | 1 | -5 | 14 | -2 | 99 | 1.2 | 0.7 | -3
- Cc1noc(C)c1COC(=O)CCc1nc2ccccc2s1
→ -1 | 15 | 1 | 1 | 6 | -4 | 102 | 1.3 | 0.9 | -10
- CC1CCN(S(=O)(=O)c2ccc(S(=O)(=O)NCc3ccccc3)cc2)CC1
→ -16 | 5 | 1.1 | 16 | -3 | -6 | 95 | 1.1 | 0.9 | -7
- Cn1c(=O)c2c(n(C)c1=O)=NC1(CCCCC1)ON=2
→ -10 | 11 | 1 | 10 | 12 | 0 | 104 | 1.1 | 0.9 | -13
- Cc1ccc(-n2cc(CN(C)Cc3nccn3C)c(-c3ccc(F)cc3)n2)cc1
→ -18 | 11 | 1 | 18 | 12 | -3 | 98 | 1.2 | 0.9 | 3
- Cc1ccc([N+](=O)[O-])cc1NC(=O)c1ccccc1
→ 0 | 13 | 1 | 0 | 0 | -4 | 98 | 1.1 | 0.9 | -6
- Cc1cc(C(F)(F)F)c(C#N)c(SCC(=O)NC2CC2)n1
→ 2 | 13 | 1.1 | -2 | 8 | -9 | 97 | 1.2 | 0.9 | 2
- Cc1nn(-c2ccccc2)c2sc(C(=O)N(CC(=O)NC(C)(C)C)Cc3ccco3)cc12
→ 14 | 18 | 1 | -14 | -3 | -4 | 106 | 0.4 | 0.8 | -5
- COc1ccc(S(=O)(=O)NCc2csc(-c3cccnc3)n2)cc1
→ 21 | 14 | 1.1 | -20 | -6 | -11 | 97 | 0.97 | 0.9 | -5
- Cc1cc(C)c(S(=O)(=O)NCc2ccc3c(c2)cc(C)n3C)c(C)c1
→ -2 | 15 | 1.1 | 2 | -33 | -9 | 101 | 1.1 | 0.8 | -7
- O=C(CSc1nnc(Cc2cccs2)n1Cc1ccco1)Nc1ccc(Br)cc1
→ -3 | 35 | 1 | 3 | 13 | -2 | 105 | 1.1 | 0.6 | 2
- Cc1cc([N+](=O)[O-])nn1CC(=O)N1CCN(Cc2ccccc2)CC1
→ -7 | 15 | 1 | 7 | 4 | -4 | 99 | . | 0.8 | -10
- Cc1ccc(S(=O)(=O)N(CC(=O)N2CCN(c3ccccc3F)CC2)C2CCCCC2)cc1
→ -11 | 13 | 1.1 | 11 | 13 | -7 | 101 | 0.61 | 0.9 | -4

Arranged by formula weight (high to low): 9 of the compounds above.
Each structure is followed by: APP 5'UTR act | Diaph inh CS | FLuc act counter | APP transl inh | G6PDH CS | FLuc inh counter | STAT1 act | NF-kB expr up | Diaph act CS | TLR4 MyD88 comp
- CCN(CC)S(=O)(=O)c1ccc2c(c1)nc(SCC(=O)NC1CC1)n2-c1ccccc1OC
→ 0 | 16 | 1 | 0 | 9 | -4 | 105 | 1.1 | 0.8 | -5
- CCSc1nnc(NC(=O)C2CCN(S(=O)(=O)c3c(C)c(C)cc(C)c3C)CC2)s1
→ -4 | 16 | 1.1 | 4 | 7 | -6 | 104 | 1.1 | 0.8 | -11
- O=C(NCc1ccccc1)c1ccc(-c2ccccc2C(F)(F)F)o1
→ 5 | 10 | 1 | -5 | -3 | 0 | 97 | 1.1 | 0.9 | -4
- COC(=O)C(C)(C)ONC(=O)Nc1ccccc1Br
→ 8 | 12 | 1 | -8 | 10 | -1 | 108 | 1.2 | 0.9 | 12
- O=C(CSc1ccsc1[N+](=O)[O-])Nc1cc(F)ccc1F
→ -1 | 19 | 1 | 1 | 11 | 4 | 97 | 1.1 | 0.8 | -6
- O=C(Nc1ccc2ccccc2c1)Nc1ccc2snnc2c1
→ 3 | 20 | 1 | -3 | 4 | -2 | 103 | 0.58 | 0.8 | -15
- COc1ccc(N=C(C)C2=C(O)CSC2=O)cc1
→ 37 | 10 | 1 | -38 | 4 | 0 | 102 | 1.6 | 0.9 | 10
- Cc1ccc2c(c1)C=CC(C)(C)S2(=O)=O
→ 12 | 12 | 1 | -12 | 8 | -3 | 96 | 1 | 0.9 | 8
- O=C(NCc1ccco1)c1ccccc1F
→ 9 | 21 | 1.1 | -9 | 3 | -8 | 103 | 1 | 0.8 | 26*

Source: PubChem BioAssay (several laboratories)

Not a hit list; 5.6% or so of the library scored in one or more.
